From PubChem BioAssay
STK33 inh: inhibitors of human STK33 kinase; actives 0.44% (n = 27,000); inhibition, % at 12.5 µM; ADP-Glo luminescence, MBP substrate; Q9BYT3; in the data active means inhibition above about 20%; inconclusive means no clear call, values can overlap the other calls
Target sequence (Q9BYT3 whole entry, looked up): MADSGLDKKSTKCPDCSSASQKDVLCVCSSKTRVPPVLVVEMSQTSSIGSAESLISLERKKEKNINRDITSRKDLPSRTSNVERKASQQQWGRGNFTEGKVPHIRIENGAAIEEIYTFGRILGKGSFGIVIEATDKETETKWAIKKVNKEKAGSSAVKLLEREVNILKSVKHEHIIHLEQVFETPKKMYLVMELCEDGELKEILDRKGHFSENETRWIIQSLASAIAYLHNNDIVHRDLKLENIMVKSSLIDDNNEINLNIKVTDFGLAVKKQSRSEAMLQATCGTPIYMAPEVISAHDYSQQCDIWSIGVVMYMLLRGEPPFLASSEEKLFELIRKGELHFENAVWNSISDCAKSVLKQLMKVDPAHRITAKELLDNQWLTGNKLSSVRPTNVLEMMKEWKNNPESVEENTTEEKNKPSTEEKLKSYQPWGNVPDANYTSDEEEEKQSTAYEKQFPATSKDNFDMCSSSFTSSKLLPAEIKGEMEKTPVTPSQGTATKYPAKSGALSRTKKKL
mut p53 react: mutant p53 pathway reactivation | actives 1.5% (n = 28,000) | AID 624151 | SW480 PUMA-promoter luciferase | activation, % at 9.98 µM; in the data active means activation above about 52%; inconclusive means no clear call, values can overlap the other calls
* = called active by the depositor; ? = inconclusive; nt = not tested or not shown.

SMILES | STK33 inh | mut p53 react
CC(C)OC(=O)C1C2C=CC3(CN(Cc4ccco4)C(=O)C13)O2 (configuration not stated) | -5.9 | 8.2
C[C@H](CO)N1C[C@H](C)[C@H](CN(C)C(=O)Nc2ccccc2)OCCCC[C@H](C)Oc2ccc(NC(=O)c3ccncc3)cc2C1=O | nt | -4.3
C[C@@H]1CN([C@@H](C)CO)C(=O)c2cccc(NC(=O)C3CCOCC3)c2O[C@@H]1CN(C)S(=O)(=O)c1cn(C)cn1 | nt | 1.0
Cc1ccc(N(CC(=O)Nc2cc(Cl)ccc2C)S(C)(=O)=O)cc1C | -4.0 | 1.9
Cc1ccccc1NC(=O)CC1NCCNC1=O (configuration not stated) | 1.5 | 1.8
C[C@H]1CN([C@@H](C)CO)C(=O)c2cc(-c3ccccc3F)cnc2O[C@H]1CN(C)Cc1cccc(F)c1 | nt | 4.2
CNC[C@H]1Oc2ccc(NS(C)(=O)=O)cc2CC(=O)N([C@H](C)CO)C[C@H]1C | -3.4 | -6.9
COc1ccc(CN(C)C[C@@H]2Oc3ccc(NS(=O)(=O)c4ccc(Cl)cc4)cc3C(=O)N([C@H](C)CO)C[C@H]2C)cc1 | nt | 11.7
C[C@H]1CN([C@@H](C)CO)C(=O)Cc2cc(NS(=O)(=O)c3ccccc3)ccc2O[C@@H]1CN(C)S(C)(=O)=O | 7.6 | nt
CCn1nccc1C(=O)Nc1nc2ccccc2n1CCN1CCCCC1 | 5.6 | -2.1
C[C@@H]1CN([C@@H](C)CO)C(=O)c2cc(NC(=O)Cn3cnnn3)ccc2O[C@H]1CN(C)C(=O)Nc1ccc2c(c1)OCO2 | 0.4 | nt
C[C@H](CO)N1C[C@H](C)[C@H](CN(C)Cc2ccc(Oc3ccccc3)cc2)Oc2c(NC(=O)c3ccncc3)cccc2C1=O | nt | 2.6
Nc1ncnc2n[nH]c(Nc3ccc(F)cc3)c12 | nt | -65.8
COc1ccc(NC(=O)CSc2nc3ccccc3c(=O)n2-c2ccc(C)cc2)c(OC)c1 | 0.6 | -2.5
COCc1cc(C)n(CC(=O)Nc2cc(Cl)ccc2OC)c(=O)c1C#N | nt | -3.3
CC(C)NC(=O)N(C)C[C@H]1Oc2ccc(NS(=O)(=O)c3ccccc3)cc2CC(=O)N([C@@H](C)CO)C[C@@H]1C | -2.1 | nt
CN(C)CCNc1nc2c(c(=O)n(C)c(=O)n2C)n1Cc1ccccc1F | -3.6 | -8.6
C[C@H](CO)N1C[C@H](C)[C@@H](CN(C)S(=O)(=O)c2ccccc2F)Oc2ncc(C#Cc3cccnc3)cc2C1=O | nt | -5.0
Cn1nnnc1SCC(=O)Nc1ccc(C#N)cc1 | 0.8 | 17.2
O=C(CSc1nnnn1-c1ccccc1)Nc1ccc(Oc2ccccc2)cc1 | -1.9 | 3.3
C[C@@H]1CN([C@@H](C)CO)C(=O)Cc2cc(NC(=O)C3CC3)ccc2O[C@@H]1CN(C)C(=O)Nc1cccc2ccccc12 | 0.2 | -9.3
COc1ccc(S(=O)(=O)N(C)C[C@@H]2Oc3ccc(NC(=O)CCC(F)(F)F)cc3C(=O)N([C@@H](C)CO)C[C@@H]2C)cc1 | 0.9 | 1.2
Cc1noc(C)c1NC(=O)N(C)C[C@H]1OCc2cn(nn2)CCCC(=O)N([C@@H](C)CO)C[C@H]1C | 1.5 | 6.3
C[C@@H]1CCCCO[C@@H](CN(C)C(=O)Nc2cccc3ccccc23)[C@@H](C)CN([C@H](C)CO)C(=O)c2cc(NC(=O)CCC(F)(F)F)ccc2O1 | 1.4 | nt
C[C@@H]1CCCCO[C@H](CN(C)C(=O)c2ccncc2)[C@@H](C)CN([C@@H](C)CO)C(=O)c2cc(NS(C)(=O)=O)ccc2O1 | nt | 3.3
CC(C)C#Cc1ccc2c(c1)O[C@H](CN(C)C(=O)c1ccccc1)[C@@H](C)CN([C@@H](C)CO)S2(=O)=O | nt | -27.1
C[C@H]1CN([C@@H](C)CO)C(=O)c2cc(N(C)C)ccc2O[C@@H]1CN(C)Cc1ccc(-c2ccccc2)cc1 | 0.6 | nt
C[C@H]1CN([C@@H](C)CO)C(=O)c2cccc(N(C)C)c2O[C@@H]1CN(C)Cc1ccccc1 | nt | 2.9
C[C@@H]1CN([C@H](C)CO)C(=O)c2cc(NC(=O)c3ccncc3)ccc2O[C@@H]1CN(C)CC1CCCCC1 | -0.5 | nt
C[C@@H]1CN([C@H](C)CO)C(=O)c2cccc(NC(=O)Nc3ccccc3)c2O[C@H]1CN(C)C(=O)Nc1ccc2c(c1)OCO2 | nt | 1.0
COC(=O)C(CC#Cc1ccc2c(c1)[C@]1(C(=O)N2)[C@H](C(N)=O)[C@H]2C(=O)O[C@H](c3ccccc3)[C@H](c3ccccc3)N2[C@@H]1c1ccc(OCCO)cc1)C(=O)OC | 10.3 | nt
C[C@@H]1CN([C@H](C)CO)C(=O)Cc2cc(NC(=O)Nc3ccc(F)cc3)ccc2O[C@H]1CN(C)S(=O)(=O)c1ccc(F)cc1 | -1.5 | nt
O=C(CSc1ncccc1C(=O)O)Nc1ccc(Oc2ccccc2)cc1 | -6.5 | -3.7
C[C@H](CO)N1C[C@H](C)[C@@H](CN(C)C(=O)CN(C)C)Oc2ncc(C#CC(C)(C)O)cc2C1=O | nt | 11.9
CNC[C@@H]1OCCCC[C@@H](C)Oc2ccc(N)cc2C(=O)N([C@H](C)CO)C[C@H]1C | nt | 5.1
Cc1ccc(S(=O)(=O)Nc2ccc3c(c2)C(=O)N([C@H](C)CO)C[C@H](C)[C@H](CN(C)S(=O)(=O)c2ccc(Cl)cc2)O3)cc1 | 1.7 | nt

Given tab-delimited: part of the list above.
molecule	STK33 inh	mut p53 react
Cn1nnnc1SCC(=O)Nc1ccc(C#N)cc1	0.8	17.2
O=C(CSc1nnnn1-c1ccccc1)Nc1ccc(Oc2ccccc2)cc1	-1.9	3.3

New compounds follow.
SMILES | STK33 inh | mut p53 react
c1ccc(OCc2nc3ccccc3n2Cc2ccccn2)cc1 | -0.2 | 59.0*
Nc1nnc(SCC(=O)Nc2ccccc2Br)s1 | -1.2 | 13.3
C[C@@H]1CN([C@@H](C)CO)C(=O)Cc2cc(NC(=O)Cn3cnnn3)ccc2O[C@@H]1CN(C)CC1CC1 | 1.0 | nt
CN(C(=O)CSc1nnc(-c2ccc(Cl)cc2)n1-c1ccccc1)c1ccccc1 | 2.7 | 4.3
COc1ccc(NC(=O)COc2ccccc2CO)cc1 | 0.2 | 25.2
O=C(NCc1cccnc1)C1COc2ccccc2O1 (configuration not stated) | -7.6 | -2.1
Cc1sc2ncnc(NCCCN3CCOCC3)c2c1-c1ccccc1 | -0.3 | -0.5
C[C@@H]1CN([C@H](C)CO)C(=O)CCCn2nncc2CO[C@H]1CN(C)C | 7.7 | -4.0
CC(C)[C@@H]1CC[C@@H](C)C[C@@H]1P(=O)(c1ccccc1)c1ccccc1 | nt | 1.1
C[C@@H]1CN([C@@H](C)CO)C(=O)c2cc(NS(=O)(=O)c3ccccc3)ccc2O[C@@H](C)CCCCO[C@@H]1CN(C)C(=O)CCC(F)(F)F | nt | -3.1
C=CCN(CC=C)CC(O)Cn1cnc2c1c(=O)n(C)c(=O)n2C (configuration not stated) | 2.1 | nt
Cn1c(SCC(=O)Nc2ccc(Cl)cc2)nnc1-c1ccc(Cl)c(Cl)c1 | -3.3 | -19.8

Look-ups from the list.
Under mut p53 react, CN(C(=O)CSc1nnc(-c2ccc(Cl)cc2)n1-c1ccccc1)c1ccccc1 is listed with 4.3
Under STK33 inh, C[C@@H]1CN([C@H](C)CO)C(=O)CCCn2nncc2CO[C@H]1CN(C)C is listed with 7.7
Under STK33 inh, C=CCN(CC=C)CC(O)Cn1cnc2c1c(=O)n(C)c(=O)n2C (configuration not stated) is listed with 2.1

The list goes on.
SMILES | STK33 inh | mut p53 react
O=C(CC1(O)C(=O)N(Cc2ccccc2)c2ccc(Cl)cc21)c1ccc2c(c1)OCCO2 (configuration not stated) | 0.8 | -1.9
COc1ccc(C)cc1NC(=O)CN(c1ccc(F)c(Cl)c1)S(C)(=O)=O | 0.0 | -11.2
O=C(O)c1ccc(Oc2ccccc2)cc1 | -3.3 | nt
C=CCN1CCc2cc(O)c(O)cc2C(c2ccccc2)C1 (configuration not stated) | nt | 3.2
COc1ccc(C)cc1NC(=O)c1ccc(OCC(=O)Nc2cc(Cl)ccc2Cl)cc1 | 8.1 | -5.3
CC(=O)Nc1ccc(NC(=O)C2C3CCC(C3)C2C(=O)O)cc1 (configuration not stated) | -1.6 | -17.3
C[C@@H]1CN([C@H](C)CO)S(=O)(=O)c2ccc(-c3cccc(C#N)c3)cc2O[C@H]1CN(C)C(=O)c1ccccc1 | nt | -13.6
C[C@H]1CN([C@@H](C)CO)C(=O)c2cc(NC(=O)C3CCCCC3)ccc2O[C@@H]1CN(C)C(=O)Nc1ccc(F)cc1 | -33.2 | nt
COc1cccc(NC(=O)N(C)C[C@H]2Oc3cc(/C=C/c4ccccc4)ccc3S(=O)(=O)N([C@@H](C)CO)C[C@H]2C)c1 | nt | -23.7
Cc1noc(C)c1S(=O)(=O)Nc1ccc2c(c1)C(=O)N([C@H](C)CO)C[C@H](C)[C@@H](CN(C)C(=O)c1ccncc1)OCCCC[C@@H](C)O2 | 0.1 | 2.2
C[C@@H]1CN([C@H](C)CO)C(=O)c2cccc(NS(=O)(=O)c3cn(C)cn3)c2O[C@H]1CN(C)CC1CC1 | nt | 7.8
COC(=O)CN1C=C(C(=O)OC)C(c2ccc(O)cc2)C(C(=O)OC)=C1 | -1.5 | nt
COC(=O)c1c(NC(=S)NCc2ccco2)sc2c1CCC2 | -2.1 | -0.3
C[C@H](CO)N1C[C@H](C)[C@H](CN(C)S(=O)(=O)c2ccccc2)OCCCC[C@H](C)Oc2ccc(N(C)C)cc2C1=O | nt | -2.3
C[C@H]1CN([C@@H](C)CO)C(=O)Cc2cc(NC(=O)C3CC3)ccc2O[C@H]1CN(C)Cc1ccncc1 | -0.2 | 15.8
C[C@@H]1CN([C@@H](C)CO)C(=O)Cc2cc(NC(=O)Nc3cccc4ccccc34)ccc2O[C@@H]1CN(C)S(=O)(=O)c1cccs1 | nt | -8.8
C[C@H]1CN([C@@H](C)CO)C(=O)c2cccc(NS(C)(=O)=O)c2O[C@@H]1CN(C)C(=O)Nc1ccc(C(F)(F)F)cc1 | nt | 6.7
COc1ccc(S(=O)(=O)N(C)C[C@@H]2OCCCC[C@@H](C)Oc3ccc(NC(=O)Nc4c(C)noc4C)cc3C(=O)N([C@H](C)CO)C[C@@H]2C)cc1 | -0.7 | nt
CCCC#Cc1cnc2c(c1)C(=O)N([C@@H](C)CO)C[C@@H](C)[C@H](CN(C)C(=O)c1ccc3c(c1)OCO3)O2 | nt | 2.0
CC(C)NC(=O)N(C)C[C@H]1Oc2ccc(NC(=O)C3CC3)cc2C(=O)N([C@@H](C)CO)C[C@H]1C | nt | 6.6
Cc1cc(Cl)ccc1NC(=O)CNS(=O)(=O)c1ccc(Br)cc1 | -2.6 | 17.3
COc1ccc(OC)c(NC(=O)c2ccc(C)c(S(=O)(=O)Nc3ccc(C)cc3)c2)c1 | -1.6 | 0.9
Cc1noc(C)c1NC(=O)N(C)C[C@@H]1Oc2c(NS(=O)(=O)c3cn(C)cn3)cccc2C(=O)N([C@H](C)CO)C[C@H]1C | nt | 4.4
Cc1nc(SCC(=O)Nc2ccc([N+](=O)[O-])cc2)[nH]c(=O)c1C | -2.5 | -6.1

Record cards, from the list above.
Shown for C[C@H](CO)N1C[C@H](C)[C@H](CN(C)S(=O)(=O)c2ccccc2)OCCCC[C@H](C)Oc2ccc(N(C)C)cc2C1=O : STK33 inh = nt; mut p53 react = -2.3
Shown for Cc1noc(C)c1NC(=O)N(C)C[C@@H]1Oc2c(NS(=O)(=O)c3cn(C)cn3)cccc2C(=O)N([C@H](C)CO)C[C@H]1C : STK33 inh = nt; mut p53 react = 4.4

Next section
SMILES | STK33 inh | mut p53 react
COc1cccc(NC(=O)CNC(=O)c2ccco2)c1 | -3.6 | 10.6
C[C@H](CO)N1C[C@H](C)[C@@H](CN(C)C(=O)Nc2ccc(C(F)(F)F)cc2)Oc2ccc(NC(=O)NC3CCCCC3)cc2CC1=O | nt | -24.6
COc1ccc(S(=O)(=O)NCCc2ccc(OC)c(OC)c2)cc1C | -0.5 | -11.3
C[C@@H]1CN([C@@H](C)CO)C(=O)Cc2cc(NC(=O)Nc3ccc4c(c3)OCO4)ccc2O[C@@H]1CN(C)Cc1ccncc1 | -9.6 | nt
CCc1ccccc1NC(=O)Cn1cnc2scc(-c3ccc(OC)cc3)c2c1=O | 2.0 | -10.3
Cc1ccc(N(C(C)C(=O)Nc2cccc(C(F)(F)F)c2)S(C)(=O)=O)cc1C (configuration not stated) | 10.7 | 8.7
O=C(CSc1n[nH]c(-c2ccc(Cl)cc2Cl)n1)Nc1ccccc1F | -3.1 | 5.8
Cc1nc(S(=O)(=O)N[C@H]2CCN(Cc3ccc(OCCO)cc3)C2)cn1C | -4.9 | nt
CC(=O)Nc1ccc(NC(=O)CN(C)S(=O)(=O)c2ccc3ccccc3c2)cc1 | -0.5 | 5.0
COc1cccc(NC(=O)N(C)C[C@H]2Oc3ncc(C#Cc4ccc(F)cc4)cc3C(=O)N([C@H](C)CO)C[C@@H]2C)c1 | nt | -14.9
N#Cc1ccc(N2CCCN(C(=S)NC3CCCC3)CC2)nc1 | -2.1 | nt
Cc1cc(C)c(C#N)c(SCC(=O)c2cc3ccccc3oc2=O)n1 | 2.9 | ?
COc1ccc(S(=O)(=O)Nc2ccc3c(c2)C(=O)N([C@H](C)CO)C[C@@H](C)[C@@H](CN(C)Cc2ccncc2)O3)cc1 | nt | -6.2
COc1ccc(Cl)cc1NC(=O)CSc1nc2sccc2c(=O)[nH]1 | 0.7 | -3.4
Cc1ccc(F)cc1NC(=O)CCCSc1nc(-c2ccco2)cc(C(F)(F)F)n1 | 0.1 | 4.8
Cc1ccc(S(=O)(=O)Nc2cc(Cl)c(O)c(Sc3nc(C)cc(C)n3)c2)cc1 | -1.8 | -17.0
CC(C)NC(=O)Nc1ccc2c(c1)CC(=O)N([C@@H](C)CO)C[C@@H](C)[C@@H](CN(C)C(=O)Nc1ccccc1)O2 | -5.9 | nt
C[C@@H]1CN([C@H](C)CO)C(=O)Cc2cc(N(C)C)ccc2O[C@@H]1CN(C)Cc1ccc(Oc2ccccc2)cc1 | -0.7 | nt

An excerpt. The share of hits here may be higher or lower than overall.
